Source: PubChem
LDHA inh: inhibitors of human lactate dehydrogenase A; 480,000 tested, 0.15% active; P00338; activity change, % (values are at about 110 or 230 µM); purified LDHA, NADH/diaphorase-resazurin fluorescence; stronger effect = lower value; in the data active = activity change below about -30%; inconclusive = mostly about -25% to -30%;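 also: plate controls were DMSO wells for no effect and wells without enzyme for full effect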
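Human LDH5 (2 nM) was incubated with 0.06 mM NADH and 0.2 mM pyruvate for 5 min at room temperature in Tris pH 7.4. Remaining NADH was coupled through diaphorase/resazurin, and resorufin fluorescence was read at 0 and 20 min.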
Pol kappa inh: inhibitors of human DNA polymerase kappa | Q9UBT6 | purified Pol kappa, fluorescent DNA synthesis assay, 10 min | Potency, µM (highest dose often 107 µM), for inactives: at the top dose activity, negative = inhibition, usual class: inhibitors | 400,000 tested, 0.53% active; also: potency is read from the fitted curve at half-maximal effect; % is scaled to controls: 0 for no effect and ±100 for the full control effect
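First, compounds were pin-transferred onto 10 nM Pol kappa. After 15 min at room temperature, substrate was added to 50 nM final. Fluorescence was then measured kinetically at 0 and 10 min.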
POLI inh: DNA polymerase iota (human) inhibition; Q9UNA4; Pol iota fluorescent replication assay, 10 min; Potency, µM (titrated, usually from 115 µM), inactives show top-dose activity, negative = inhibition, hits mostly inhibitors; 390,000 tested, 1% active; AID 588590; also: potency is read from the fitted curve at half-maximal effect
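Fluorescent replication assay read twice, at 0 min and 10 min after adding 50 nM (final) substrate. Enzyme (10 nM) and compounds were first incubated 15 min at room temperature; enzyme-free buffer wells were negative controls.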
BLM inh: Bloom syndrome helicase (human) inhibition. P54132. recombinant BLM DNA unwinding, fluorescence dequenching. Potency, µM (titrated, usually from 56.1 µM), inactives show top-dose activity change, negative = inhibition, hits mostly inhibitors. 350,000 tested, 0.2% active. AID 2528;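 also: potency is read from the fitted curve at half-maximal effect; plate controls were vehicle for no effect and no enzyme for full effect; nearly all actives have a fitted effect of over 35% in size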
Target sequence (P54132 whole entry, looked up): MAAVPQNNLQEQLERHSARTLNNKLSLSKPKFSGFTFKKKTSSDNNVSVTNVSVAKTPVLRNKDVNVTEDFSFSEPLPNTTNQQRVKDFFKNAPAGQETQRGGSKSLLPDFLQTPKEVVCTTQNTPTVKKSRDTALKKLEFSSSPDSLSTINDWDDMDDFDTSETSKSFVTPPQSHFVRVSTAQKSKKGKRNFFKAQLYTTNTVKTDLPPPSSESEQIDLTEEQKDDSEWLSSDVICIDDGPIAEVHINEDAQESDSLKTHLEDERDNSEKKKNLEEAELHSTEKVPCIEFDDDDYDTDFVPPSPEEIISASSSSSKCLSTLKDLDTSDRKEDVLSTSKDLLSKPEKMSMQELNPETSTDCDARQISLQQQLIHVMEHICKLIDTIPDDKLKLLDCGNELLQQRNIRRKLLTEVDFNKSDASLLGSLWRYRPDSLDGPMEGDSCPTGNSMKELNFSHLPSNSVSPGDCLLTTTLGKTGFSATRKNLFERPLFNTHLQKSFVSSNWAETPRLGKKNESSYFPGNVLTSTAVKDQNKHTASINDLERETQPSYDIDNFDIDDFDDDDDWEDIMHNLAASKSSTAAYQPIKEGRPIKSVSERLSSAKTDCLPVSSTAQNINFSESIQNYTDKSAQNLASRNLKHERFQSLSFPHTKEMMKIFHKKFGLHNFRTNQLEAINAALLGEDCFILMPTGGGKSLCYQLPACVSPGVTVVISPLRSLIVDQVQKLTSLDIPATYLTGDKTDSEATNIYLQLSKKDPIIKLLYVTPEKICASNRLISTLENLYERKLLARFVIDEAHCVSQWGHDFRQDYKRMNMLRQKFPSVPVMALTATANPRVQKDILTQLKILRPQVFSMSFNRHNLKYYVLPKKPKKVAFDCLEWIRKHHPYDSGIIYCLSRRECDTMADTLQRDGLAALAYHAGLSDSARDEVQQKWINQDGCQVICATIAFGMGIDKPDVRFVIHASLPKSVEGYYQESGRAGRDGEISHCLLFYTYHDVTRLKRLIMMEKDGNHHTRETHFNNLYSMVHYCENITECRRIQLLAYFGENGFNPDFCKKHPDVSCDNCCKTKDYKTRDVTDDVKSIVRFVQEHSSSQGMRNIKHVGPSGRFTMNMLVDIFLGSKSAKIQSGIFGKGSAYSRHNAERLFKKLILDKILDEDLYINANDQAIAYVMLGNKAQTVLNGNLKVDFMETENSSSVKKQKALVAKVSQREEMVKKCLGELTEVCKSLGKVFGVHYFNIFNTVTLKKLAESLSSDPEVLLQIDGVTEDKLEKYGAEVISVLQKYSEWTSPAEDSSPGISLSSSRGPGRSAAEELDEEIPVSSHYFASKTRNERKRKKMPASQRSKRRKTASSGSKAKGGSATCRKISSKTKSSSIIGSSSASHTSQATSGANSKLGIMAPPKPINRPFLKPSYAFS
POLH inh: DNA polymerase eta (human) inhibition | Q9Y253 | recombinant Pol eta, fluorescent DNA replication assay | Potency, µM (series often up to 114 µM), without a hit: top-dose activity change, negative = inhibition, usual class: inhibitors | 390,000 tested, 1.2% active | AID 588591; also: potency is read from the fitted curve at half-maximal effect; % is scaled to controls: 0 for no effect and ±100 for the full control effect
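Pol eta (10 nM) was preincubated with compounds for 15 min at room temperature, after which fluorescent replication substrate (50 nM final) was added to start the reaction. Fluorescence was read kinetically at 0 and 10 min.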
Apoferritin bind: candidate novel general anesthetic via apoferritin binding; 350,000 tested, 0.074% active; apoferritin/1-aminoanthracene competitive binding, fluorescence; Potency, µM (series often up to 77.5 µM), without a hit: at the highest dose activity change, negative = displacement, actives largely listed as inhibitors; P02791; also: potency is read from the fitted curve at half-maximal effect; % is scaled to controls: 0 for no effect and ±100 for the full control effect; nearly all actives have a fitted effect of over 20% in size
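In PBS, apoferritin at 10 uM is loaded with 1-AMA from a 50% saturated solution. After 10 min of compound exposure at ambient temperature, reduced 535 nm fluorescence indicates probe displacement.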
Glioma ERSR ind: inducers of ER stress response in human glioma cells; AID 602332; 420,000 tested, 0.02% active; U87-MG GRP78 promoter luciferase reporter, 16 h; Potency, µM, for inactives: at the highest dose activation, hits mostly activators; also: potency is read from the fitted curve at half-maximal effect; series mostly up to about 76 µM; % of control where 0% means no effect; nearly all actives have a fitted effect of over 35% in size
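ERSR induction read as luciferase luminescence (Bright-Glo, 10 min at room temperature) in stably transfected human U87-MG glioma cells exposed to compounds for 16 h, using GRP78 as sensor.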
POLB inh: blocks human DNA polymerase beta activity | Potency, µM (top dose mostly 114 µM), for inactives: at the top dose activity change, negative = inhibition, hits mostly inhibitors | AID 485314 | 340,000 tested, 1.3% active | P06746 | Pol beta primer extension/strand displacement, fluorescence kinetic; also: potency is read from the fitted curve at half-maximal effect; % is scaled to controls: 0 for no effect and ±100 for the full control effect
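Preincubation: enzyme (10 nM) with compound, 15 min, RT. Reaction: substrate added to 50 nM final. Reads: 0 and 10 min. Analysis: normalized, Hill fit.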
APE1 inh: blocks human APE1 abasic DNA cleavage; Potency, µM (series often up to 65.8 µM), for the others: at the top dose activity change, negative = inhibition, most hits filed as inhibitors; recombinant APE1, TAMRA/BHQ-2 abasic DNA cleavage fluorescence; 350,000 tested, 0.35% active; P27695;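 also: potency is read from the fitted curve at half-maximal effect; plate controls were vehicle for no effect and reference inhibitor for full effect; nearly all actives have a fitted effect of over 55% in size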
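Readout is kinetic fluorescence (ex 525, em 598 nm) from cleavage of 50 nM TAMRA/BHQ-2 THF abasic duplex by 0.75 nM APE1, compound added 15 min beforehand at RT.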
* marks the source's active call; other numbers are inactive results; ? = inconclusive; . = no result given; & = joins results of further samples; [ ] = dose if it differs, or a comment. Unless noted, calls follow the shape of the dose curve; as a rule, active = well fitted curve in the direction sought with a large enough effect; inconclusive = small, poorly fitted or top-dose-only effect, or another doubt; inactive = no such curve, though single readings can be large; an effect the other way counts as inactive or inconclusive. A portion of the library. The share of hits here may be higher or lower than overall.

[1] COc1ccccc1OCCCC(=O)Nc1ccc(N2CCOCC2)cc1
[2] C=C[C@H](CC(C)C)N(Cc1ccccc1)S(=O)(=O)N(Cc1ccc(OC)cc1)[C@H](C=C)CC(C)C
[3] CC(C)(C)CC(=O)NC(=S)NCc1ccco1
[4] COCCCn1[nH]c2c3c(ccc2c1=O)C(=O)c1ccccc1C3=O
[5] O=c1c2cc(O)c(O)cc2oc2cc(O)c(C3OC(CO)C(O)C(O)C3O)c(O)c12 (centres undefined)
[6] O=C(NC1CCC(O)CC1)c1ccccc1OCc1ccc(F)cc1 (centres undefined)
[7] COc1ccc(-c2cc(-c3c(O)c(OC)c4occc4c3OC)[nH]n2)cc1
[8] c1cncc(-c2noc(-c3cccc4ccccc34)n2)c1

Compound,1,2,3,4,5,6,7,8
POLB inh,29%,.,6%,11%,.,16%,2%,-13%
Pol kappa inh,-2%,-1%,0%,-8%,4µM*,3%,-23%,10%
BLM inh,2%,.,-3%,-11%,4%,0%,-16%,-3%
LDHA inh,0,1,-10,24,16,-4,9,-4
POLI inh,9%,56%[activator],18%,-5%,?,43%[activator],-2%,-5%
APE1 inh,3%,-8%,-4%,8%,2.4µM*,-1%,-9%,1%
Glioma ERSR ind,-2%,-3%,0%,-4%,1%&-4%,-3%,2%,11%
Apoferritin bind,-2%,.,-21%,-11%,37%[activator],-4%,?,-17%
POLH inh,3%,-14%,-14%,-24%,8.9µM*,-20%,-16%,-15%

Structural class: the entries above with an aryl methoxy group (3)
[1] COc1ccccc1OCCCC(=O)Nc1ccc(N2CCOCC2)cc1
[2] C=C[C@H](CC(C)C)N(Cc1ccccc1)S(=O)(=O)N(Cc1ccc(OC)cc1)[C@H](C=C)CC(C)C
[7] COc1ccc(-c2cc(-c3c(O)c(OC)c4occc4c3OC)[nH]n2)cc1

Compound,1,2,7
POLB inh,29%,.,2%
Pol kappa inh,-2%,-1%,-23%
BLM inh,2%,.,-16%
LDHA inh,0,1,9
POLI inh,9%,56%[activator],-2%
APE1 inh,3%,-8%,-9%
Glioma ERSR ind,-2%,-3%,2%
Apoferritin bind,-2%,.,?
POLH inh,3%,-14%,-16%

(list continues)
[9] Cc1nc(C(=O)Nc2ccccc2)sc1C1(C)CC(c2cccc([N+](=O)[O-])c2)=NO1 (centres undefined)
[10] CCc1nc(C)ccc1OCC(=O)N(CC)CC
[11] COCCC(=O)Nc1c(-c2ccccc2)c2cc(Br)ccc2[nH]c1=O
[12] COc1ccccc1CNC(=O)CSc1nc(=O)[nH]c2c1CCCC2
[13] Cn1nc(C(=O)Nc2ccccc2Cl)cc1C(=O)Nc1ccccc1Cl
[14] OCCC1CN(Cc2ccc3cccc(F)c3n2)CCN1Cc1ccccc1 (centres undefined)
[15] O=C(NCCc1ccccc1)c1ccc2c(c1)OCO2
[16] COc1ccc(NC(=O)CSc2nc(N)c(NC(=O)c3cccs3)c(=O)[nH]2)cc1

Compound,9,10,11,12,13,14,15,16
POLB inh,23%,15%,-1%,5%,.,-3%,-1%,29%
Pol kappa inh,13%,-10%[60.1 µM],2%,-4%[60.1 µM],6%,-1%,5%,-1%
BLM inh,-6%,1%,-4%,1%,.,4%,-4%,-1%
LDHA inh,0,?,-7,-4,-6,0,1,-2
POLI inh,13%,-3%,1%,26%,?,26%,7%,11%
APE1 inh,13%,4%,20%,.,.,24%,-2%,1%
Glioma ERSR ind,-1%,-2%,-2%,1%,-1%,-4%,-15%,-3%
Apoferritin bind,-13%,-16%,-13%,-7%,.,-2%,-9%,-3%
POLH inh,4%,10%,-4%,-18%,2%,-15%,-12%,-9%

Complete entries, quoted from the list. Order of values: POLB inh	Pol kappa inh	BLM inh	LDHA inh	POLI inh	APE1 inh	Glioma ERSR ind	Apoferritin bind	POLH inh
OCCC1CN(Cc2ccc3cccc(F)c3n2)CCN1Cc1ccccc1 (centres undefined) is listed with -3%	-1%	4%	0	26%	24%	-4%	-2%	-15%
Cn1nc(C(=O)Nc2ccccc2Cl)cc1C(=O)Nc1ccccc1Cl is listed with .	6%	.	-6	?	.	-1%	.	2%

Next section
[17] O=C(N/N=C/c1ccc2c(c1)OCO2)c1ccc(COc2cccc3cccnc23)cc1
[18] COc1ccc(OCCOCCN2CCN(C)CC2)cc1
[19] O=C(CN(Cc1ccccc1)C(=O)c1cc2c(s1)CCC2)NCc1cccs1
[20] CSCC[C@H](NC(=O)N1CCn2c1nc1ccccc12)C(=O)NCc1ccccc1
[21] O=S(=O)(NCCN1CCOCC1)c1ccc(Oc2ccccc2Cl)cc1
[22] COc1ccc(NC(=O)CCCN2C(=O)COc3ccc(C)cc32)cc1OC
[23] COc1ccc(C2(C)NC(=O)N(CC(=O)Nc3c(C)n(C)n(-c4ccccc4)c3=O)C2=O)cc1 (centres undefined)
[24] O=C(Cn1c(=O)oc2ccccc21)NCCc1ccccc1Cl

Compound,17,18,19,20,21,22,23,24
POLB inh,-18%,3%,19%,0%,26%,2%,.,4%
Pol kappa inh,8%,-1%,-3%,-7%,-10%,-8%,2%,4%
BLM inh,-5%,-1%,-6%,-3%,-3%,-1%,.,-4%
LDHA inh,-2,-23,-12,-12,-5,9,1,1
POLI inh,27%,21%,16%,19%,-5%,9%,39%[activator],1%
APE1 inh,3%,13%,0%,0%,28%,.,-6%,15%
Glioma ERSR ind,0%,-6%,0%,2%,-3%,.,0%,-2%
Apoferritin bind,-5%,-8%,67%[activator],2%,4%,-3%,.,-11%
POLH inh,0%,-19%,-7%,-15%,-4%,.,-18%,-10%

[25] COc1ccc(Nc2oc(/C=C/c3cccc(OC)c3)nc2C#N)cc1
[26] Cc1cc(C)cc(NC(=S)N2CCN(S(C)(=O)=O)CC2)c1
[27] O=C(NN=C1CCN(Cc2ccccc2)CC1)c1cc2ccccc2cc1O
[28] Nc1c(C(=O)Nc2ccc(Br)cc2)sc2nc(-c3ccco3)ccc12
[29] CC(=O)c1ccc(NC(=O)c2nn(C)c3c2CS(=O)(=O)c2ccccc2-3)cc1
[30] COc1ccc(Cl)cc1NC(=O)CN1CCN(S(=O)(=O)N2CCOCC2)CC1
[31] O=C(NCc1cccc(Br)c1)c1cccn1-c1nnc(N2CCCCC2)s1
[32] CC12CCC(C(=NO)C1=NO)C2(C)C (centres undefined)

Compound,25,26,27,28,29,30,31,32
POLB inh,?,3%,-108%,-26%,0%,12%,-7%,.
Pol kappa inh,0%,-18%,?,-8%,1%,2%,-16%,-1%
BLM inh,-4%,-5%,-23%,-21%,1%,0%,-8%,.
LDHA inh,-1&-11,-10,14,-14,0,-10,-4,-1
POLI inh,-22%,22%,79µM*,5%,41%[activator],167%[activator],-3%,42%[activator]
APE1 inh,.,16%,-2%,-14%,.,22%[12.4 µM],.,.
Glioma ERSR ind,-2%,-2%,1%,12%,0%,5%,-3%,-3%
Apoferritin bind,57%[activator],-4%,-1%,-15%,-6%,-4%,-11%,.
POLH inh,-12%,-8%,?,-5%,-12%,-18%,-16%,-21%

[33] N=c1ccn(Cc2ccc([N+](=O)[O-])cc2)cc1
[34] COc1ccc(CNS(=O)(=O)CCNC(=O)c2ccc(OC)cc2)cc1
[35] CC(C)(O)C#Cc1ccc(CN2CCN(C3CCCCC3)C(CCO)C2)s1 (centres undefined)
[36] O=C1c2cccc3cccc(c23)C(=O)N1CCN1CCN(C(=S)Nc2ccc(Cl)cc2)CC1
[37] COc1ccc(-c2noc(=O)n2Cc2cc(C)ccc2C)cc1
[38] CCc1ccc(Nc2nn3c(=O)c4cc5c(cc4nc3s2)OCO5)cc1
[39] CCN(CC)CCn1nc(C)nc1-c1ccccc1O
[40] O=C(CCc1nc(-c2ccccc2)no1)NCCc1ccccc1

Compound,33,34,35,36,37,38,39,40
POLB inh,?,.,19%,43%,-23%,?,?,24%
Pol kappa inh,-15%,-3%,5%,-4%,1%,-23%,-10%,-1%
BLM inh,0%,.,-3%,4%,-3%,-17%,2%,-2%
LDHA inh,-5,-8,-4,-9,1,3,4,-1
POLI inh,97%[activator],39%[activator],36%,18%,-23%,-22%,-17%,-2%
APE1 inh,-1%,9%,4%,2%,9%,.,0%,15%
Glioma ERSR ind,-2%,-7%,-6%,-2%,-5%,0%,-2%,-3%
Apoferritin bind,3%,.,-5%,-7%,-7%,-5%,-3%,-13%
POLH inh,2%,-8%,3%,0%,-14%,-4%,3%,-8%

[41] COc1cc(NC(=O)CC(c2cccs2)N2Cc3ccccc3C2=O)cc(OC)c1OC (centres undefined)
[42] Cc1nc2c(C)cccc2cc1C(=O)N/N=C/c1ccc(O)cc1
[43] O=c1cnnc(Nc2ccc(Nc3ccccc3)cc2)[nH]1
[44] O=C(N/N=C/c1ccc(O)c(O)c1)C1CC1
[45] COc1cc2c(cc1OC)C(C)N(C(=O)c1cc(C)on1)CC2 (centres undefined)
[46] Cc1ccccc1NC(=O)C(Cl)=C(Cl)Cl
[47] Cn1c(SCc2ccon2)nc2ccccc2c1=O

Compound,41,42,43,44,45,46,47
POLB inh,31%,?,-9%,.,0%,4%,-7%
Pol kappa inh,3%,-4%,2%,-9%,2%,0%,-3%
BLM inh,-1%,-1%,-1%,.,-3%,-3%,0%
LDHA inh,15,-8,-7,4,-3,-4,-4
POLI inh,34%[activator],-13%,-8%,-26%,-2%,14%,25%
APE1 inh,.,-5%,?,.,23%,14%,-1%
Glioma ERSR ind,-4%,-4%,0%,0%,-5%,35µM*,0%
Apoferritin bind,-2%,0%,?,.,-6%,?,5%
POLH inh,-13%,-8%,-5%,0%,-13%,-1%,-12%
